# SMARCA2 act: SMARCA2 (BRM) function activators, primary screen, cell-based, luminescence, high throughput; MG213 cells, MMTV-luciferase reporter, dexamethasone, overnight; activation, % at 9.1 µM; 1% of 370,000 active; in the data active = activation above about 7.8%;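 note: 0% = vehicle wells and 100% = reference activator wells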
# hcDAF12 agonist: H. contortus DAF-12 nuclear receptor activators, primary screen, cell-based, luminescence, HEK293, lit1-tk-luc reporter; AID 652067, 2013; 1.4% of 370,000 active; activation, % at 6.8 µM; HEK293 hcDAF-12 lit1-tk-luc reporter; 0% DMSO, 100% Δ7-dafachronic acid;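 active = activation above the mean of all tested compounds plus 3 SD, cut at about 5.5% in these data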;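 note: 100% = response to 3 µM Δ7-dafachronic acid high control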
# Rev-erbA mod: modulators of Rev-erb alpha DNA binding, primary screen, biochemical, FITC-DNA, fluorescence polarization, uHTS; 0.79% of 370,000 active; activity, % at 10 µM; Nuclear receptor subfamily 1 group D member 1 (Homo sapiens), P20393; Rev-erbα–FITC-DNA binding, 90 min;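 active = activity above about 14%, limit read from the data; passing the limit was not always enough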;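 note: 0% = DMSO wells with 35 nM protein and 100% = DMSO wells with 750 nM protein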
# Target sequence (P20393 whole entry, looked up): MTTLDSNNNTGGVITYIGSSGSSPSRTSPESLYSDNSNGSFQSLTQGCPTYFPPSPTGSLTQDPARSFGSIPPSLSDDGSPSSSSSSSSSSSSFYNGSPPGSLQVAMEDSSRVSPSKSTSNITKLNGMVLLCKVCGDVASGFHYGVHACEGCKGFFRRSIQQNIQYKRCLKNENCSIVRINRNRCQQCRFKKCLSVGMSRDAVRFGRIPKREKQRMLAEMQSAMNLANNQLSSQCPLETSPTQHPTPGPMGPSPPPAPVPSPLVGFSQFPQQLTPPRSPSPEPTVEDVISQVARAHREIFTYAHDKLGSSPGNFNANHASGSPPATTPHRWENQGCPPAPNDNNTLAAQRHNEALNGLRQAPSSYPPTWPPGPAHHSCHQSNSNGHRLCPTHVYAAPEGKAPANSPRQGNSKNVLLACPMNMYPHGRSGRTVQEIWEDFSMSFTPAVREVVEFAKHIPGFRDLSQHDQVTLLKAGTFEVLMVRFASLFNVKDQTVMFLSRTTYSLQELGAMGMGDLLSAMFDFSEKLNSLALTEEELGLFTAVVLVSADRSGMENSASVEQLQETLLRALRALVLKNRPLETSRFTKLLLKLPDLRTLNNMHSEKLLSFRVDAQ
# PLCb3 inh: human PLC-beta3 inhibitors, primary screen, biochemical, fluorescence; 1-phosphatidylinositol 4,5-bisphosphate phosphodiesterase beta-3 (Homo sapiens), Q01970; inhibition, % at 12.2 µM; Purified PLC-beta3, fluorogenic substrate; AID 720704, 2013; 0.18% of 370,000 active; in the data active = inhibition above about 11%;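 note: 0% = median of compound wells on plate and 100% = full blocker control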
# DAX1 inh-1: DAX1 (NR0B1) inhibitors on StAR promoter, primary screen, cell-based, luminescence, SF-1 (NR5A1), full-length DAX-1 | HEK293T StAR-luciferase reporter, SF-1/DAX-1 repression relief | inhibition, % at 6.8 µM | 1.1% of 370,000 active | AID 652010, 2013;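 active = inhibition above the mean over all tested compounds plus 3 SD, cut at about 3.6% in these data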;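 note: 0% = DAX-1 cells with DMSO and 100% = cells lacking DAX-1 with DMSO; higher inhibition means more luminescence from relief of DAX-1 repression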
# sPLA2-III inh: human group III sPLA2 inhibitors, primary screen, biochemical, QFRET, BODIPY PC-A2 liposome substrate | Group 3 secretory phospholipase A2 (Homo sapiens), Q9NZ20 | QFRET BODIPY PC-A2 liposome hydrolysis, fluorescence | inhibition, % at 12.2 µM | 0.56% of 370,000 active;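 active = inhibition above mean plus 3 SD of compounds lying within the high and low control bounds, cut at about 19% in these data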;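 note: 0% = median of test compound wells and 100% = no enzyme DMSO wells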
# Target sequence (Q9NZ20 whole entry, looked up): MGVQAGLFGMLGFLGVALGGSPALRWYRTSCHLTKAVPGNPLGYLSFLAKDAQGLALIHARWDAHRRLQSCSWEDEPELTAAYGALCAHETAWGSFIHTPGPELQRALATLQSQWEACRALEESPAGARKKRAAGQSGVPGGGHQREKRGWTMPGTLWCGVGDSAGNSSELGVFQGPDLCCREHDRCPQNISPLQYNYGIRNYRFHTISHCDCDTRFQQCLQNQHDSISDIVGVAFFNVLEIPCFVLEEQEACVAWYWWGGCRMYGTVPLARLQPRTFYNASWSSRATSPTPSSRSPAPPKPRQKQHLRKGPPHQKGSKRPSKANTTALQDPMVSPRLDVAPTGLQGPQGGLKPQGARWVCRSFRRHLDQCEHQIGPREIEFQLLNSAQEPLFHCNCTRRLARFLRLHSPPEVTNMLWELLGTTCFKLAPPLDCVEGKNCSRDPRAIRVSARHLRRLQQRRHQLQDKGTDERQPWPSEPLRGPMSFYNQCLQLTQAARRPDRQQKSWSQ
# ssDAF-12 act: S. stercoralis DAF-12 nuclear receptor activators, primary screen, cell-based, luminescence, HEK293, GRIP1 co-expression, lit1-tk-luc; AID 652126, 2013; 1% of 370,000 active; HEK293 ssDAF-12/GRIP1 lit1-tk-luc reporter; % of 3 µM dafachronic acid response; activation, % at 6.8 µM;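 active = activation above the mean over all tested compounds plus 3 SD, cut at about 0.9% in these data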;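 note: 0% = DMSO-only wells and 100% = 3 µM delta7-dafachronic acid wells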
# hgDAF12 agonist: H. glycines DAF-12 receptor agonists, primary screen, cell-based, luminescence, HEK293, GAL4 fusion, UAS-luciferase; Nuclear hormone receptor DAF-12 (Heterodera glycines), GAL4 fusion; activation, % at 6.8 µM; AID 687014, 2013; 1.8% of 370,000 active; HEK293 GAL4-hgDAF12 UAS-luciferase reporter, agonist luminescence; normalized to butyrate control;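 active = activation above a cutoff set at the mean of all screened compounds plus 3 SD, cut at about 10% in these data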;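 note: 0% = DMSO wells and 100% = sodium butyrate wells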
# PG9 Ab binder: binders of HIV-1 gp120 antibody PG9, primary screen, biochemical, TR-FRET; HIV-1 gp120 / PG9 antibody interaction; TR-FRET gp120-PG9 antibody binding; inhibition, % at 6.7 µM; 0.43% of 360,000 active; AID 624416, 2012; in the data active = inhibition above about 8.5%
# FXN GAA850 act: FXN promoter activators, primary screen, cell-based, luciferase luminescence, HEK293 lucGAA850; 0.56% of 360,000 active; AID 540364, 2011; HEK293 lucGAA850 FXN promoter luciferase reporter, 24 h; percent of 10 µM SAHA response; activation, % at 6 µM;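 active = activation above the average of all compounds screened plus 3 SD, cutoff fixed separately per campaign, cut at about 7.5% in these data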;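 note: 0% = DMSO wells and 100% = 10 µM SAHA wells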
# DAX1 inh-2: DAX1 (NR0B1) inhibitors, primary screen, cell-based, HEK293, Gal4-DAX1, luciferase luminescence; Nuclear receptor subfamily 0 group B member 1 (Homo sapiens), P51843; HEK293 Gal4-DAX1 luciferase reporter; inhibition, % at 6.75 µM; 0.99% of 340,000 active; AID 504766, 2011;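 active = inhibition above the mean over all tested compounds plus 3 SD, cut at about 4.2% in these data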;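 note: 0% = DAX1-transfected cells with DMSO and 100% = empty-vector control cells with DMSO; inhibition shows as a rise in luminescence from relieved DAX1 repression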
# * marks the source's active call; other numbers are inactive results; · = no result given.
# The line under a structure holds: SMARCA2 act	hcDAF12 agonist	Rev-erbA mod	PLCb3 inh	DAX1 inh-1	sPLA2-III inh	ssDAF-12 act	hgDAF12 agonist	PG9 Ab binder	FXN GAA850 act	DAX1 inh-2
CCOc1cc(C(=O)N/N=C(\C)Cc2ccc(OC)cc2)cc(OCC)c1OCC
  0	-3.8	-1	1	0.3	-1	0.0	-4.8	-2.2	0.8	-0.7
CC1(C)S[C@@H]2[C@H](NC(=O)[C@H](N)c3ccccc3)C(=O)N2[C@H]1C(=O)OC1OC(=O)c2ccccc21 (some centres not stated)
  -1	-0.9	-2	-497	0.3	-1	0.0	3.2	-0.7	-0.8	-0.5
CN1CCS/C1=C/C=C1\SC(=S)N(CC(=O)O)C1=O
  -1	1.7	302*	-14	-0.2	-152	-0.4	1.6	-25	-0.1	-0.3
Cc1ccc(S(=O)(=O)N2CCCCC2)cc1C(=O)NCc1ccncc1
  -3	-1.2	-1	-2	0.1	3	-0.7	-1.6	1.5	0.2	0.1
Nc1ccc(S(=O)(=O)NNC(=O)C(=O)NNc2ccccn2)cc1
  0	-1.6	-4	4	-0.2	6	-0.2	0.5	0.3	-2.2	-0.2
COc1cc(/C=C2\SC(=S)N(CC(=O)Nc3cccnc3)C2=O)cc(OC)c1OC
  -2	3.0	0	-8	0.0	4	-1.2	1.4	-1.7	0.1	0.1
CC(=O)c1c(C)[nH]c(C(=O)OCC(=O)NCCc2ccc(Cl)cc2)c1C
  -3	-3.0	0	2	-2.3	-10	-1.6	-4.0	0.7	-0.7	-1.1
CCNC(=O)/C(C#N)=C/c1c(N2CCN(C)CC2)nc2c(C)cccn2c1=O
  0	0.3	2	-65	0.0	1	-0.7	0.8	1.4	0.2	-0.6
O=C(NC(=S)NCc1cccnc1)c1ccccc1F
  2	-1.7	-1	-8	0.0	3	-0.5	0.5	-2.2	1.3	4.1
Cc1c(NC(=O)COC(=O)C(c2ccc(Cl)cc2)C(C)C)c(=O)n(-c2ccccc2)n1C (configuration not stated)
  -3	-1.3	1	2	-1.0	-4	-1.3	1.1	-2.3	-1.7	1.4
CC(=O)Nc1c(C)ccc(CNC(=O)COc2ccc(F)cc2)c1C
  0	1.4	6	3	-0.2	-4	-1.7	-0.8	-1.4	0.9	1.9
O=C(Nc1ccc(N2CCN(C(=O)c3cccs3)CC2)cc1)c1ccco1
  -1	-1.1	-1	3	-0.3	3	-1.0	0.0	-1.3	1.0	1.5
Cc1cc(=O)oc2cc(OCC(=O)NCCN3CCOCC3)ccc12
  0	0.0	-2	-11	-1.6	4	-1.6	-0.4	-2.4	-1.0	0.1
Cc1cccc(NC(=O)CN2C(=O)S/C(=C\c3ccc(-c4cccc(C(=O)O)c4C)o3)C2=O)c1
  -2	0.2	-2	-16	-0.1	0	-0.7	-1.1	-3.3	·	·
Cc1ccccc1S(=O)(=O)Nc1nc2ccccc2nc1NCCO
  0	0.1	0	-67	0.7	-10	-1.1	-0.2	2.0	2.5	0.6
CC1(C)NC(=O)N(CC(O)COc2ccc(-c3ccc(C#N)cc3)cc2)C1=O (configuration not stated)
  -1	-2.4	3	-5	-0.9	-9	-2.4	-0.7	-2.7	2.5	-0.6
CC(=O)c1ccc(OCC(=O)NCC2(N3CCCCC3)CCCCC2)cc1
  -1	1.1	-3	-10	0.7	2	-1.1	0.5	-0.6	1.4	0.2
COc1ccccc1CNS(=O)(=O)c1ccc2c(c1)CC(=O)N2C
  7	-0.2	-1	-2	-0.3	-43	-1.0	-2.1	-0.6	-0.4	-0.1
COc1cccc(C(=O)N2CCN(C(=O)COc3ccc4ccccc4c3)CC2)c1
  1	-1.4	-5	-8	-0.7	-1	-1.6	-4.6	1.6	1.8	-1.1
Cc1oc(=O)c(NC(=O)c2ccc(Cl)cc2)cc1C(=O)c1ccccc1
  4	-0.3	6	0	-0.4	-7	-1.6	-0.3	-0.7	12*	0.5

# Profiles from above. Values in the order: SMARCA2 act | hcDAF12 agonist | Rev-erbA mod | PLCb3 inh | DAX1 inh-1 | sPLA2-III inh | ssDAF-12 act | hgDAF12 agonist | PG9 Ab binder | FXN GAA850 act | DAX1 inh-2
# `COc1cccc(C(=O)N2CCN(C(=O)COc3ccc4ccccc4c3)CC2)c1` in the list: 1 | -1.4 | -5 | -8 | -0.7 | -1 | -1.6 | -4.6 | 1.6 | 1.8 | -1.1
# `CCOc1cc(C(=O)N/N=C(\C)Cc2ccc(OC)cc2)cc(OCC)c1OCC` in the list: 0 | -3.8 | -1 | 1 | 0.3 | -1 | 0.0 | -4.8 | -2.2 | 0.8 | -0.7

# More structures
# The line under a structure holds: SMARCA2 act	hcDAF12 agonist	Rev-erbA mod	PLCb3 inh	DAX1 inh-1	sPLA2-III inh	ssDAF-12 act	hgDAF12 agonist	PG9 Ab binder	FXN GAA850 act	DAX1 inh-2
Cc1ccc(C2=CCN(C)C(=O)N2c2ccc(Br)cc2)cc1
  5	0.7	4	-3	-0.4	6	-0.8	9.5	·	·	·
CCOc1ccc(S(=O)(=O)Nc2ccc(C(=O)NCCCN3CCOCC3)cc2)cc1
  1	-0.2	-4	7	1.4	-1	-1.1	0.8	-0.9	1.1	0.8
N#Cc1ccc(OCCCN2CCC(C(O)(c3ccccc3)c3ccccc3)CC2)c(F)c1
  0	-0.4	3	1	-0.2	-14	-1.0	0.5	1.3	·	·
CC(=O)Cn1ncc(N2CCOCC2)cc1=O
  0	-0.3	2	2	0.9	3	-1.3	1.6	-0.6	0.8	1.8
CCCCCCn1c(NCC)nc2c1c(=O)[nH]c(=O)n2C
  0	-0.7	2	4	-0.4	-2	-1.3	-0.2	2.0	-0.6	1.8
COc1ccccc1C(=O)N(CCC1CCCN1C)c1nc2ccccc2s1 (configuration not stated)
  -7	0.2	0	-8	-1.4	1	-1.5	-9.1	-1.2	-12	-0.3
Cc1ccc(C2N(c3ccc(Cl)c(Cl)c3)C(=O)C3CCCN32)o1 (configuration not stated)
  0	1.6	-4	-5	-0.3	0	-0.3	3.0	0.5	1.8	0.2
CCCSC1=N/C(=C/c2ccsc2)C(=O)N1c1ccccc1
  -3	3.2	-1	0	-0.6	3	-0.6	-1.5	1.7	1.8	2.4
Cc1cc(C(=O)NC2=NCCS2)c2ccccc2n1
  -2	0.3	-5	-1	-0.5	6	0.0	-0.6	-1.3	0.0	2.4
CCOc1ccc(CNS(=O)(=O)c2ccc(-c3ccc(=O)[nH]n3)o2)cc1OC
  -3	-1.8	0	-5	0.5	-1	-0.8	2.5	-1.1	0.3	0.2
S=C(NCc1ccco1)N1CCC(c2nc3ccccc3o2)CC1
  -2	-0.6	-4	0	-0.1	8	-0.9	-1.5	1.5	2.5	1.3
COc1ccc(C2=CCCCCC2)cc1OC
  1	1.2	5	1	2.6	3	-0.7	5.8	-1.1	0.8	1.6
CCN1CCN(C(=O)c2cc(=O)c3cc(C)ccc3o2)CC1
  0	-1.6	-6	-13	0.1	2	-0.6	0.9	-1.3	1.6	0.8
COc1ccc(C[C@H]2CN3C(=NC[C@@H]3C(C)C)N2C[C@H](C)NC(=O)c2ccc(C)c(Br)c2)cc1
  0	0.1	3	5	0.1	1	-0.9	0.9	0.4	-6.4	1.2
CCOC(=O)C1=C(C)N=C2SC(C(=O)OC)=CC(=O)N2C1c1ccc(F)cc1 (configuration not stated)
  0	-0.2	-1	-3	0.1	-1	-0.7	0.7	-0.8	-1.8	0.5
C/C=N/N(c1ccccc1)c1ccccc1
  3	-0.8	-1	-2	0.4	2	-1.5	-3.5	0.0	-0.6	-0.1
O=C(NCCc1ccccc1)c1cnc2sccn2c1=O
  9.6*	2.7	-2	-5	3.5	-2	-0.3	11*	-1.4	4.4	1.7
O=C(COC(=O)Cc1ccsc1)NCC1CCCCC1
  -1	0.1	-3	-2	-0.2	-1	-0.9	-0.4	1.1	-2.1	0.6
CC(C)C(=O)Nc1ccc(NC(=O)c2cccnc2)cn1
  -2	-1.1	2	-1	-0.2	4	-1.0	0.8	0.9	0.4	-0.1
CCOC(=O)c1c(C)[nH]c(C)c1C(=O)COC(=O)C1CC(=O)N(CCc2ccccc2)C1 (configuration not stated)
  0	-2.4	-7	0	-0.1	3	-1.2	-1.8	-1.3	-0.5	-0.2

# (next part)
# The line under a structure holds: SMARCA2 act	hcDAF12 agonist	Rev-erbA mod	PLCb3 inh	DAX1 inh-1	sPLA2-III inh	ssDAF-12 act	hgDAF12 agonist	PG9 Ab binder	FXN GAA850 act	DAX1 inh-2
COc1ccc(NC(=O)N2CCCCCC2)c(OC)c1
  0	0.9	-1	-5	0.0	6	-1.2	-0.6	4.6	1.7	0.4
CCOCCn1c(SC)nc2c1c(=O)[nH]c(=O)n2C
  -2	-0.7	-3	3	1.1	0	-1.8	1.8	-0.2	4.3	0.4
CCCCNC(=O)c1onc(CSc2cc(C)ccc2C)c1C(=O)O
  -2	1.8	0	-5	0.2	-6	-1.2	2.8	1.7	0.4	-0.8
Cc1cc(S(=O)(=O)N2CCOCC2)ccc1OCC(=O)N1CCC(C(N)=O)CC1
  1	0.3	-2	-5	-0.1	-1	-0.9	0.7	-0.6	-0.3	0.1
Cc1cc(Cl)c(S(=O)(=O)N2CCSCC2)cc1OCC(N)=O
  -2	-1.0	-5	1	-0.7	3	-1.3	-4.1	-0.7	3.0	-0.1
c1ccc(CNC23CC4CC(CC(C4)C2)C3)nc1
  -2	-0.4	2	-3	-1.2	3	-1.3	2.4	2.0	-1.1	1.9
C1CC(=NN=C2CCSCC2)CCS1
  -3	1.4	10	0	0.5	6	-0.8	2.9	1.8	1.8	0.8
COc1ccc(CNC(=O)[C@@H]2CC=C[C@@H]3CCN(C4CCCCC4)C(=O)[C@@H]32)cc1
  0	2.0	4	2	-0.3	0	-1.4	-1.2	0.5	-1.4	-1.5
CCC1=NN(C(=O)Cc2ccc([N+](=O)[O-])cc2)C(O)(C(F)(F)F)C1 (configuration not stated)
  -5	2.1	3	-1	-0.5	-36	-1.8	-0.5	0.1	1.2	-0.1
CCOC1=C/C(=C/c2c(N)n3nc(CC(=O)N4CCCC4)sc3nc2=O)C=CC1=O
  -1	-1.3	4	-50	-0.8	-19	-0.6	1.9	-2.9	-1.7	0.4
CC1Cc2ccccc2N1C(=O)c1cc2sccc2n1Cc1ccc(F)cc1 (configuration not stated)
  -3	-0.2	12	-20	-0.8	5	-0.5	-0.2	0.1	2.6	0.0

# Compound activity (PubChem BioAssay)

# Hits appear at their usual frequency; overall some 7% were active at least once.
